SKN-1 inh: C. elegans SKN-1 inhibition; C. elegans VP596 Pgst-4::GFP/RFP ratio, acrylamide-induced, 24 h; inhibition, % at 21.8 µM; 0.49% of 360,000 active;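 active means interference check ratio from 0.5 to 1.5 plus GFP to RFP signal ratio inhibition reaching or exceeding a fixed threshold, cut at about 30% in these data, passing the limit was not always enough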; further: some compounds called inactive have numbers as strong as hits
MT1-MMP act inh: inhibitors of human MT1-MMP activation | P50281 | HT1080 RFP-PRO-GFP cells, GFP/RFP ratio fluorescence, overnight; percent of plate control window, DMSO zero | GFP/RFP ratio change, % at 20 µM | 0.061% of 360,000 active;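 active means GFP/RFP ratio change of at least 30% with cell ATP level not reduced by more than half and red fluorescence within 50% of control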; further: strong numbers were not always called active
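Assay system: HT1080 cells carrying an RFP-PRO-GFP reporter | Dosing: Single dose of 20 µM compound, 1% DMSO final | Incubation: Cells overnight before dosing, compound overnight, 37 °C, 5% CO2 | Evaluation: GFP/RFP fluorescence ratio | Control set: DMSO and RFP-L50D-GFP cell wells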
MsrA act: bovine methionine sulfoxide reductase A activation | purified bovine MsrA, absorbance read-out | activation, % at 10.6 µM | 0.3% of 360,000 active | AID 602163; in the data active means activation above about 7.5%;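 further: 0% = vehicle and 100% = reference activator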
PABP1 MLLE inh: blocks PAM2 peptide binding to the PABP1 MLLE domain. 0.36% of 360,000 active. AID 588489. GST-MLLE / FITC-PAM2 fluorescence polarization. inhibition, % at 20 µM. P11940; in the data active means inhibition above about 35%, passing the limit was not always enough;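 further: plate controls were DMSO wells with GST-MLLE for no effect and wells lacking GST-MLLE protein for full effect; some results filed as inactive read as strong as hits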
FAS TE block: blocks the thioesterase domain of human fatty acid synthase. inhibition, % at 15 µM. 0.67% of 360,000 active. AID 602261. P49327. recombinant FAS-TE, OMFH fluorogenic substrate, fluorescence endpoint;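 active means compounds whose normalised, plate-corrected inhibition of enzyme fluorescence in the single-dose primary screen is 50% or more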;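 further: 0% = DMSO with enzyme and 100% = substrate without enzyme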
TbMetRS inhib: blocks T. brucei methionyl-tRNA synthetase activity | inhibition, % at 11.9 µM | 0.4% of 360,000 active | purified T. brucei MetRS, ATP depletion, Kinase-Glo luminescence | AID 624268;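 active means inhibition above a per-plate cutoff of the control wells' mean inhibition plus 3 SD, cut at about 5.5% in these data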;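 further: 0% = DMSO wells median and 100% = median of wells with control inhibitor compound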
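Test system: purified T. brucei MetRS enzyme. Also added: ATP, methionine and E. coli bulk tRNA substrates. Compound: 11.9 µM single point. Schedule: 15 min enzyme-compound preincubation, 2 h reaction, 10 min detection, 25 °C. Signal: luciferase luminescence of residual ATP, Kinase-Glo. Evaluation: percent inhibition versus plate control medians. Controls: DMSO wells, low control.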
E coli Lon inh: inhibitors of E. coli Lon protease; purified E. coli Lon protease, fluorescence polarization; 0.42% of 360,000 active; inhibition, % at 7.94 µM; in the data active means inhibition above about 13%, passing the limit was not always enough;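 further: 0% = enzyme with probe and DMSO and 100% = no enzyme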
CendR NRP1 mod: alters CendR peptide binding to human NRP-1 | O14786 | FAM-RPARPAR peptide binding to NRP-1, fluorescence polarization | inhibition, % at 25 µM | 0.85% of 360,000 active;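 active means inhibition or corrected inhibition above about 18%, plus a signal ratio from 0.5 to 1.5, limit read from the data, passing the limit was not always enough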; further: strong numbers were not always called active
Target sequence (O14786 whole entry, looked up): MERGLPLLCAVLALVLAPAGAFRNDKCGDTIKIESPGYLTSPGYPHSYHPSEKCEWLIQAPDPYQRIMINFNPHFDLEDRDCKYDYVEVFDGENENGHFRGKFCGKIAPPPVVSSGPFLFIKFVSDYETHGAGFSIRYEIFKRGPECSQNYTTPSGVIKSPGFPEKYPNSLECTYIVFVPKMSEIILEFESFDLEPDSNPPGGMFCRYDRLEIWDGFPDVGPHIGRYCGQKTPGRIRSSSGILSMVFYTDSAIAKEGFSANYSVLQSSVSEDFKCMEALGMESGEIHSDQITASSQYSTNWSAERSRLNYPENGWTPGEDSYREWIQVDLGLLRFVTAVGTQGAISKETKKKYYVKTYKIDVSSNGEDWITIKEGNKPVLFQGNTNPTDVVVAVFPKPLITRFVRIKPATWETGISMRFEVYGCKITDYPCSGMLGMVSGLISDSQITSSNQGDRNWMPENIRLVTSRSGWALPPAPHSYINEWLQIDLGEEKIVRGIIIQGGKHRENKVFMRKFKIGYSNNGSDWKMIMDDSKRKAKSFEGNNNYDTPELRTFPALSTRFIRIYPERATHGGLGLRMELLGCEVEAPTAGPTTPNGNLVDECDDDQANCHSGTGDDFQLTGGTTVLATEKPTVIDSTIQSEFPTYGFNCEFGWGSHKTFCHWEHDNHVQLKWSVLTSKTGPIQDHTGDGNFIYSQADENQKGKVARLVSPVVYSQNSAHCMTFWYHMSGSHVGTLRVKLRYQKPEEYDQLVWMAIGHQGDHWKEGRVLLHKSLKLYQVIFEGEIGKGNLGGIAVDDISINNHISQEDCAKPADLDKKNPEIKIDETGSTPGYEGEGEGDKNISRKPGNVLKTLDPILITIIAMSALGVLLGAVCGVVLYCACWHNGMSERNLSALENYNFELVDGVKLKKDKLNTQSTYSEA
MsrA inhibitor: bovine MsrA inhibition. purified bovine MsrA, absorbance read-out. AID 651718. 0.75% of 360,000 active. inhibition, % at 15.5 µM; in the data active means inhibition above about 4.5%;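 further: 0% = vehicle wells with enzyme and 100% = reference inhibitor wells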
Numbers without * were called inactive.

SMILES	SKN-1 inh	MT1-MMP act inh	MsrA act	PABP1 MLLE inh	FAS TE block	TbMetRS inhib	E coli Lon inh	CendR NRP1 mod	MsrA inhibitor
Cc1cccc(NC(=O)COC(=O)c2ccc([N+](=O)[O-])o2)c1C	-4	5	0	12	4	-0.4	-16	-3	0.6
C/C(=N\NC(=O)COc1ccc([N+](=O)[O-])cc1)C(C)(C)C	-29	2	-11	2	12	-1.3	-3	10	1.8
OC[C@@H]1CN(Cc2ccc(Cl)cc2)C[C@H](n2cnc3c(NCc4ccncc4)ncnc32)O1	-9	1	0	1	0	-0.1	-6	-8	-1.0
Cc1c(C(=O)NC2CCN(Cc3ccccc3)C2)oc2c(Cl)cccc12 (stereo unspecified)	-8	-1	-2	12	10	-0.1	-10	2	-1.2
COc1ccccc1CNC(=O)CSc1nc(N)c(C#N)c(-c2cccs2)c1C#N	11	2	-2	9	4	0.7	1	-7	1.2
COc1ccc(C(CCNC(C)c2ccccc2)C(C)C)cc1 (stereo unspecified)	-6	-1	-10	5	11	-0.9	7	-1	0.5
O=C(O)c1cc(S(=O)(=O)N(Cc2ccccc2)c2cccc(C(F)(F)F)c2)ccc1Cl	-9	0	-4	-2	1	-1.2	5	1	2.3
CN(CCc1ccccn1)C(=S)Nc1ccc(Cl)cc1Cl	0	5	-2	-53	-4	-0.2	5	-6	-0.5
Nc1nnnn1NCc1cccc(OCc2ccccc2)c1	4	-2	-2	-3	-7	0.0	1	9	-0.2
COc1ccc(-n2c(C)n[nH]c2=O)cc1OC	15	5	0	3	-4	-0.6	6	-12	-0.8
COc1ccc(CC(=O)Nc2nc(-c3ccc(OC)c(OC)c3)cs2)cc1OC	-3	-1	0	4	7	-0.5	-18	21	0.6
COc1cccc2c1OC[C@@H](CO)[C@H]2N(C)C(=O)Nc1ccc(Cl)cc1	12	-2	-1	2	-6	-0.3	4	-5	0.3
O=C(CN1C(=O)/C(=C/c2ccccc2)Sc2ccccc21)NCCCN1CCOCC1	-10	-1	-1	15	-4	0.5	-3	16	-0.3
COc1cc(CN2CC(=O)N(c3cc(Cl)ccc3C)C2=S)cc(OC)c1OC	14	-7	-1	32	8	-0.4	-3	3	0.6
Cc1sc2ncnc(N3CCC(C(=O)Nc4ccc(Cl)c(Cl)c4)CC3)c2c1C	13	6	-1	-5	36	-0.2	6	-10	1.0
CC(C)[C@@H](C(=O)N[C@@H](CCc1ccc(O)cc1)C(=O)O)N(C)C(=O)[C@H](CO)NC(=O)[C@@H](O)[C@H](N)CCCCCCCCl	4	0	7	-5	-3	0.5	-4	-8	0.4
CC(=O)Nc1ccc(NS(=O)(=O)c2ccc(-c3csc(C)n3)s2)cc1	12	2	-7	-12	-2	-0.7	-8	5	-0.2
Cc1cccc(-c2nsc(SCC(=O)NCC3CCCO3)n2)c1 (stereo unspecified)	8	2	-1	28	-4	0.2	2	2	-0.4
c1ccc(Cn2cc(CSc3ccccc3)nn2)cc1	6	4	-2	8	0	-0.3	-9	28*	0.1
O=C(O)C(SC(C(=O)O)c1ccccc1)c1ccccc1 (stereo unspecified)	-22	-1	-3	28	-7	-0.4	-2	-2	0.7
CC(C)Cn1c(CN(Cc2ccccc2)Cc2ccccc2)nc2c1c(=O)n(C)c(=O)n2C	6	-6	1	-12	31	-0.4	-1	6	0.7
O=C(NC1C2CC3CC(C2)CC1C3)c1ccc(N2CCNCC2)c([N+](=O)[O-])c1 (stereo unspecified)	23	-1	2	-2	-6	-0.3	-1	4	-1.0
O=C(Nc1nnc(SCC(=O)N2CCCc3ccccc32)s1)c1ccccc1	3	1	1	8	-7	-0.2	6	5	-0.4
COc1ccc(S(=O)(=O)N2CCN(C(=O)C3CC3)CC2)cc1	-9	1	-1	0	-2	-0.6	3	7	-0.7
O=C(CCCn1c(=O)[nH]c2cc(Cl)ccc2c1=O)NC1CCCCCC1	28	1	-1	-8	6	0.5	4	3	0.9
COc1ccc(CCN(C)Cc2nc(-c3cnccn3)no2)cc1OC	-3	5	-8	-5	-7	-0.8	1	-4	0.7
COc1cc(/C=C2\N=C(c3ccccc3)OC2=O)ccc1OCc1c(C)no[n+]1[O-]	-5	-2	-8	2	15	-1.6	-2	-4	-0.1
COc1ccc(C(=O)COC(=O)c2ccc(NC(C)=O)cc2)cc1[N+](=O)[O-]	12	4	-4	5	1	-0.3	-9	-7	0.2
CC(C)CC(NC(=O)C1CCC(C)CC1)C(=O)Nc1ccccn1 (stereo unspecified)	4	-7	-2	-8	3	-0.4	0	15	0.4
COc1ccccc1NC(CC(=O)c1ccccc1)C(=O)OCC(=O)c1ccc(F)cc1 (stereo unspecified)	6	-1	-6	13	20	0.0	-3	-2	1.3
CC(=O)NC1=NN(C(C)=O)C(C)(c2cccnc2)S1 (stereo unspecified)	-2	1	-7	22	3	-0.2	-4	1	-0.2
CCC(=O)Nc1cc(C(=O)OCC(=O)c2ccc(Cl)cc2Cl)ccc1C	7	-1	-1	-10	0	-0.7	11	8	1.2
Cc1nonc1CN(C)C(=O)c1ccc(OC2CCN(C(=O)c3cccnc3)CC2)cc1	5	2	0	0	-2	-0.1	-11	-4	0.5
Cc1ccc(NS(=O)(=O)c2ccc(CCC(=O)NC3CC3)cc2)cc1	6	-7	-4	-8	-2	-0.9	1	-3	-0.4
CCOCCOC(=O)c1[nH]c2c(c1C)C(=O)CC(c1cc(OC)c(OC)c(OC)c1)C2 (stereo unspecified)	-5	6	-11	-16	-1	-0.5	-6	4	-1.2
NS(=O)(=O)c1ccc(CCNC(=O)c2cccc([N+](=O)[O-])c2)cc1	8	3	-10	-4	-7	-0.8	10	-4	0.5
NCCCC(=O)N1c2ccccc2Sc2ccccc21	-1	6	-2	-15	-3	0.2	-4	7	0.3
COc1ccccc1OCC(=O)Nc1sc2c(c1C(N)=O)CCC2	8	4	5	2	2	-0.4	-10	-26	2.5
NNc1nc2c(-c3ccc(F)cc3)nnn2c2ccccc12	20	-37	-5	-91	-4	-0.4	-9	112	-1.0
O=C(OCC(=O)c1c[nH]c2ccccc12)c1ccco1	1	-1	-9	4	-5	-0.6	-5	-17	2.1
COc1cc(CSC)nc(-c2ccccc2)n1	20	-2	-5	13	6	-0.3	-9	4	1.5
CSc1nc(C)c2c(c1C#N)CCCC2	-14	2	-15	17	7	-2.1	-1	4	0.0
Cc1csc(NC(=O)c2cccn2C)n1	12	3	-5	-7	-5	-0.5	-6	9	1.3
COc1ccc(C(=O)NCCS(=O)(=O)N2CCc3ccccc3C2)c(OC)c1	13	1	-1	-10	3	-0.3	-6	0	-1.3
O=C(c1ccco1)N1CCN(Cc2c(F)cccc2Cl)CC1	7	0	-3	-5	-3	-1.5	-2	7	-0.8
CCCC(=O)C1=C(O)C(C(=O)OC)C(C)(C)CC1=Nc1cccc([N+](=O)[O-])c1 (stereo unspecified)	9	4	-9	-6	17	-2.2	-4	-4	0.0
Oc1ccc(-c2n[nH]c(=S)n2-c2ccc3c(c2)OCCO3)c(O)c1	4	-11	1	-5	-14	-0.1	-3	-15	-1.3
Cc1cc(O)cc(=O)n1CCc1ccccc1	11	2	-2	-5	-5	-1.2	2	-9	-0.8
CCOC(=O)CN1C(=O)C(C)(C)Oc2ccc(C(=O)NC(C)(C)CC)cc21	-29	4	-8	-6	-4	-0.5	20	3	0.1
O=C(CCn1[nH]c(=O)c2ccccc2c1=O)NCCO	5	5	-5	-4	-5	-0.9	-2	2	0.6

Random excerpt: two entries already listed.
SMILES	SKN-1 inh	MT1-MMP act inh	MsrA act	PABP1 MLLE inh	FAS TE block	TbMetRS inhib	E coli Lon inh	CendR NRP1 mod	MsrA inhibitor
O=C(CN1C(=O)/C(=C/c2ccccc2)Sc2ccccc21)NCCCN1CCOCC1	-10	-1	-1	15	-4	0.5	-3	16	-0.3
COc1ccc(-n2c(C)n[nH]c2=O)cc1OC	15	5	0	3	-4	-0.6	6	-12	-0.8

Single entries from the results shown:
FAS TE block result of O=C(c1ccco1)N1CCN(Cc2c(F)cccc2Cl)CC1 stands at -3
MsrA act result of CCCC(=O)C1=C(O)C(C(=O)OC)C(C)(C)CC1=Nc1cccc([N+](=O)[O-])c1 (stereo unspecified) stands at -9

Continuation:
SMILES	SKN-1 inh	MT1-MMP act inh	MsrA act	PABP1 MLLE inh	FAS TE block	TbMetRS inhib	E coli Lon inh	CendR NRP1 mod	MsrA inhibitor
COc1ccc(NC(=O)C[C@H]2C(=O)N(CCc3ccccc3)C[C@@H]2C)cc1	-4	1	0	-5	-2	-0.5	-7	-2	0.7
CN(C)CCCN(C(=O)c1ccc(S(=O)(=O)N2CCCCCC2)cc1)c1nc2ccc(Br)cc2s1	-21	2	-8	-6	27	-0.5	-3	7	0.3
O=C(CSc1nnc2ccccn12)c1ccc2c(c1)OCCO2	24	3	-6	-14	-8	-0.7	12	3	2.9
NS(=O)(=O)c1ccc(CCNC(=O)c2ccc(Cl)c(S(=O)(=O)N3CCCCCC3)c2)cc1	-5	8	-8	-13	8	0.0	1	-6	-0.6
Cc1ccc(S(=O)(=O)c2nc(S(C)(=O)=O)sc2N2CCCC2)cc1	16	0	-1	0	3	0.2	3	7	2.0
CSc1nnc(CNS(=O)(=O)c2ccc(Cl)cc2)n1C	-14	0	-9	7	-8	-1.1	0	1	-0.5
COc1ccccc1-c1cc(N)n(S(=O)(=O)c2cccc3nsnc23)n1	8	1	-9	10	2	-0.9	3	-5	1.1
COc1cccc(/C=C2\C(=O)N(c3cccc(C)c3)C(=O)c3ccccc32)c1	0	0	-3	11	1	0.3	-26	-5	1.1
CCS(=O)(=O)N1CCC(C(=O)Nc2cccc(F)c2)CC1	4	-1	-2	-3	-4	-0.1	4	5	-0.8
COc1cc(NC(=O)CSc2nnc3ccc(-c4ccncc4)nn23)cc(OC)c1	-9	-5	0	-46	-6	0.0	-7	0	0.1
CC(=O)c1c(C)[nH]c(C(=O)COC(=O)c2cc(C)oc2C)c1C	1	2	-3	13	-2	-0.2	-7	13	-1.2
N/C(Cc1ccc(Cl)cc1)=N\OC(=O)c1cccc2ccccc12	20	5	-2	-6	26	0.9	-5	-4	0.6
Cc1ccnc(NC(=S)NC(=O)/C=C/c2ccco2)c1	15	-6	-6	8	-7	-0.1	-12	-36	3.4
COc1ccccc1C(=O)N/C(=C/c1ccc(Br)cc1)C(=O)NCC(=O)O	1	-1	-1	5	2	0.0	-3	-10	0.1
COC(=O)C1=C(C)N(CCCC(=O)O)C(=O)NC1c1cccs1 (stereo unspecified)	-4	-2	-2	-3	-8	-0.2	5	11	-0.8
O=C(c1ccco1)N1CCN(C(c2ccccc2)c2nnnn2C2CCCC2)CC1 (stereo unspecified)	-14	1	-5	7	-11	-0.8	-2	-11	-0.9
CCOC(=O)C(Cc1ccccc1)NC(=O)CCc1c(C)nc2ncnn2c1C (stereo unspecified)	9	1	2	-6	-6	0.0	7	5	-0.9
CN(C)c1ccc(C2Nc3ccccc3C(=O)N2NS(=O)(=O)c2ccccc2)cc1 (stereo unspecified)	10	-2	-6	10	2	0.2	0	9	3.8
COC(=O)C(C(=O)OC)C(C[N+](=O)[O-])c1ccc(O)c(OC)c1 (stereo unspecified)	-2	-3	-1	-9	-11	-0.3	-10	-2	0.8
CN(C)CCCOC(=O)Cc1ccc(Cl)cc1	9	4	4	6	-8	0.3	-3	9	2.9
Cc1ccc(NC(=O)CN(C)C(=O)c2cc3ccccc3o2)cc1	19	0	-2	2	-1	0.3	0	6	1.1

High-throughput results as filed in PubChem.
